ST2 IL33 inh: blocks human ST2 binding to IL-33. AlphaLISA ST2-Fc/biotin-IL-33 interaction, 1 h. inhibition, % for hits at 17 µM. 78,000 tested, 2.3% active; in the data active = inhibition above about 30%; inconclusive = mostly about 10% to 28%
Target sequence (Q01638 whole entry, looked up): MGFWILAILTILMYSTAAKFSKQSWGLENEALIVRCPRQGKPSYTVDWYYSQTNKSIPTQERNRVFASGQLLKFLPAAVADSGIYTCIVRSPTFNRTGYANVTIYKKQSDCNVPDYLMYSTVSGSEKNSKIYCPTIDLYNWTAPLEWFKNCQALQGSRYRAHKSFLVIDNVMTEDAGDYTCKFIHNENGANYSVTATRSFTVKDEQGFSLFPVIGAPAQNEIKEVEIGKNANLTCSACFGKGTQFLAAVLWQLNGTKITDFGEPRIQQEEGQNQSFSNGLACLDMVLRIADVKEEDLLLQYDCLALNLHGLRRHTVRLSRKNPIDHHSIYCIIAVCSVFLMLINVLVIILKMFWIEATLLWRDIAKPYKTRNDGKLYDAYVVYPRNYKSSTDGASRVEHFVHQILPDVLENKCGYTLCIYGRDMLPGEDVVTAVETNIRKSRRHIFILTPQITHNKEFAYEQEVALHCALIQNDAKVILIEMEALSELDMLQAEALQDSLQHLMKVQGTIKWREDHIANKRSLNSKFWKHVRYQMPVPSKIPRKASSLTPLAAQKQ
* marks the source's active call; other numbers are inactive results; i = inactive; ? = inconclusive. Only part of the results is shown; the hit share may differ from the screen's.

#	mol	ST2 IL33 inh
1	O=C(Nc1cccc(-c2ccn[nH]2)c1)c1ccc2c(c1)OCO2	i
2	COc1ccc(C=Nc2c(C)n(C)n(-c3ccccc3)c2=O)cc1	i
3	Cc1[nH]c2ccc(CNC(=O)C(C)c3n[nH]c(=O)c4ccccc34)cc2c1C (stereo not given)	?
4	CC1=C[C@@H](CN2CCC(O)CC2)[C@H](C(C)C)C[C@H]1Cc1nnc(-c2ccc([N+](=O)[O-])cc2)o1	i
5	COc1ccc2c(C)c(Cc3ccccc3)c(=O)oc2c1C	i
6	CN(C)C(=O)c1ccc2c(c1)N(C)C(CC(=O)NCCn1cncn1)CO2 (stereo not given)	i
7	CCOc1ccc(/C=C2/NC(=O)NC2=O)cc1Br	i
8	COc1cccc(/C=C2\SC(N3CCN(C)CC3)=NC2=O)c1OC	i
9	NCC1Cc2cc(-c3ccc(S(N)(=O)=O)s3)cc(Cl)c2O1 (stereo not given)	i
10	FC(F)(F)c1nnc(N2CCN(Cc3ccnc4ccccc34)CC2)s1	?
11	O=C1CC2CS(=O)(=O)CC2N1c1cccc(Cl)c1Cl (stereo not given)	i
12	COc1ccc2ccc(=O)oc2c1CC=C(C)C	?

More compounds.
#	mol	ST2 IL33 inh
13	CC1SC(c2ccc(Cl)c(Cl)c2)NC1=O (stereo not given)	i
14	COc1ccc(S(=O)(=O)N2CCN(c3ccccn3)CC2)cc1OC	i
15	COc1cc(NS(=O)(=O)c2ccc(NC(=O)c3ccc(OC(C)C)cc3)cc2)nc(OC)n1	i
16	Cn1ccnc1CN1C(=O)CO[C@H]2CN(C(=O)NCc3ccccc3)C[C@H]21	i
17	COc1cccc(NC(=O)N[C@H]2[C@H](O)[C@@H](N3CCC(Cc4ccccc4)CC3)[C@@H]3OC[C@H]2O3)c1	i
18	COc1ccc(C2=NN(c3nc(C)c(C(C)=O)s3)C(c3ccco3)C2)cc1 (stereo not given)	?
19	CCOC(=O)c1cccc(NC(=O)CCS(=O)(=O)c2ccc3c(c2)CC(=O)N3C)c1	i
20	Cc1cc(C)cc(NC(=O)CSc2oc(-c3ccco3)nc2S(=O)(=O)c2ccccc2)c1	?
21	CC(=O)Oc1ccc(C2C(C(=O)OCc3ccccc3)=C(C)N=C3SCCC(=O)N32)cc1 (stereo not given)	i
22	O=c1[nH]c2ccccc2cc1-c1nccn1Cc1ccccc1Cn1cccn1	i
23	COc1ccc(C=Nc2ccc(NC(C)=O)cc2)cc1	i
24	CC1CC(C)CN(C(=O)c2ccc([N+](=O)[O-])cc2)C1 (stereo not given)	i

Some of the entries above in a different format:
#22 O=c1[nH]c2ccccc2cc1-c1nccn1Cc1ccccc1Cn1cccn1
- ST2 IL33 inh: i
#14 COc1ccc(S(=O)(=O)N2CCN(c3ccccn3)CC2)cc1OC
- ST2 IL33 inh: i
#17 COc1cccc(NC(=O)N[C@H]2[C@H](O)[C@@H](N3CCC(Cc4ccccc4)CC3)[C@@H]3OC[C@H]2O3)c1
- ST2 IL33 inh: i
#15 COc1cc(NS(=O)(=O)c2ccc(NC(=O)c3ccc(OC(C)C)cc3)cc2)nc(OC)n1
- ST2 IL33 inh: i

Carrying on:
#	mol	ST2 IL33 inh
25	COCCCNC(=O)Cc1cn(C)c2ccccc12	i
26	Cc1ccc(N(CC(=O)O)S(C)(=O)=O)cc1C	i
27	Cc1ccccc1CCC1CCCN(C(=O)c2ccc3sc(N)nc3c2)C1 (stereo not given)	?
28	CCCCn1c(NC(=O)C2CCCCC2)nc2ccccc21	i
29	NS(=O)(=O)c1ccc(NC(=O)c2cccs2)cc1	i
30	O=C(O)Cn1c2ccccc2c2cc(Cl)ccc21	i
31	Cc1ccc(C)c(S(=O)(=O)N2CCN(c3nc(C)cc(Nc4ccccc4)n3)CC2)c1	i
32	CCSc1nc2ccc(NC(=O)CSc3nc4ccccc4[nH]3)cc2s1	i
33	COCC(=O)Nc1cccc(-c2ccccc2C(C)=O)c1	i
34	CCN(CC)c1ccc(N)c(C)c1	53.0%*
35	Cc1cc(COc2ccccc2)oc1C(=O)N1CCCn2cncc2C1	?
36	CCCN(C(=O)Cc1c(C(=O)O)[nH]c2ccccc12)c1cccc(Cl)c1	i

Carrying on.
#	mol	ST2 IL33 inh
37	O=C(CSc1nnnn1-c1ccccc1)c1ccccc1	i
38	Cc1ccc(S(=O)(=O)NC[C@H]2O[C@@H](CC(=O)N3CCOCC3)[C@H](O)[C@@H]2O)cc1	?
39	C=C(C)C(O)C(OC)c1c(OC)ccc2ccc(=O)oc12 (stereo not given)	i
40	Cn1c(=NC(=O)CSCC(=O)N2CCN(c3ccccc3)CC2)sc2ccccc21	i
41	CN(Cc1ccccc1-n1cccn1)C(=O)c1cnn2ccn(C)c12	?
42	COc1cccc(C(=O)Nc2cc(C)ccc2O)c1	i
43	N#CCCS(=O)(=O)c1ccc(Cl)cc1	i
44	Cc1ccc(C(=O)N2c3ccc(F)cc3CCC2C)o1 (stereo not given)	i
45	COC(=O)c1ccc(NC(=O)[C@@]23CC[C@](C)(C(=O)O2)C3(C)C)cc1	i
46	CC(C)n1cnnc1CN(C)C(=O)C(=O)c1ccco1	i
47	O=C1CCC(C(=O)NCC(CO)Cc2cccs2)=NN1 (stereo not given)	i
48	CCC1CCCCN1CCCNC(=O)c1cn(CC)c(=O)c2cc(OC)c(OC)cc12 (stereo not given)	i

Next entries follow:
#	mol	ST2 IL33 inh
49	O=C(CSc1c2c(nc3cc(Cl)ccc13)CCCC2)Nc1ccc2c(c1)OCCO2	i
50	O=C(c1ccccc1OCc1ccccc1)N1CCOC2(CNCCOC2)C1 (stereo not given)	i
51	COCCN(CCOC)c1ncnc2c1cnn2-c1ccc(Cl)cc1	i
52	O=C1OC(C(=O)Nc2cc(C(F)(F)F)ccc2Cl)Cc2ccccc21 (stereo not given)	?
53	O=S(=O)(Nc1ccccc1Cl)c1cccnc1	i
54	Cc1cc(C(=O)N2CCC(N3CCCC3=O)CC2)c2cccc(C)c2n1	i
55	Cc1ccsc1CN(Cc1ccccn1)CC1CCOC1 (stereo not given)	?
56	O=C(c1ccc(I)cc1)N1CCN(c2ccccn2)CC1	i
57	COc1ccc(OC(C)C(=O)NC(C)c2ccccc2)cc1 (stereo not given)	i
58	O=C(Nc1nc(-c2cc3ccccc3oc2=O)cs1)c1cc(=O)c2ccccc2o1	i
59	CCOC(=O)C1(CC2CC2)CCN(C(=O)c2ccc3nc(C)[nH]c3c2)CC1	?
60	Cc1sc2nc(SCC(=O)NCCO)nc(N)c2c1C	i

Other entries follow.
#	mol	ST2 IL33 inh
61	O=C(NC1CCCN(CC2CCCCC2)C1)C1CCN(Cc2ccco2)CC1 (stereo not given)	i
62	O=C1NC(=O)/C(=C/c2ccc([N+](=O)[O-])cc2)S1	i
63	CCC(=O)c1c(C)nn(C)c1C	i
64	O=c1c(-c2ccc(O)cc2)coc2cc(O)cc(O)c12	?
65	C(=C\Sc1ccccn1)/Sc1ccccn1	i
66	Clc1ccc(-c2cn3ccccc3n2)cc1	i
67	CN(C)CCN(C)[C@@H]1[C@H](O)[C@H](CO)O[C@@H]1CNC(=O)C1CCCC1	i
68	CC(=O)NCCc1ccc(S(=O)(=O)NCc2ccc3c(c2)OCO3)cc1	i
69	Cc1cccc2[nH]c(C3CCN(C(=O)c4cc5n(n4)CCCN(C)C5)CC3)nc12	i
70	COc1cc2c(C(=O)NCCCN3CCCC3)cn(C)c(=O)c2cc1OC	i
71	CC1CCCC(NC(=O)c2cc3cc4ccc(Cl)cc4nc3o2)C1C (stereo not given)	30.0%*
72	Cc1cc(NC(=O)CS(=O)(=O)c2cn(Cc3ccccc3Cl)c3ccccc23)no1	i

Random excerpt: 2 compounds from above
#	mol	ST2 IL33 inh
62	O=C1NC(=O)/C(=C/c2ccc([N+](=O)[O-])cc2)S1	i
65	C(=C\Sc1ccccn1)/Sc1ccccn1	i

Remaining list, next part:
#	mol	ST2 IL33 inh
73	CCOc1ccccc1CNc1nc(-c2nnc(-c3ccc(C)cc3)o2)nc2ccccc12	i
74	O=C(C(=C(O)c1ccccc1)c1nc2ccccc2[nH]1)c1ccccc1	?
75	CCCCN(CC)C(=O)c1ccccc1F	?
76	Cc1ccc(-c2noc([C@@H]3C[C@@H](O)CN3Cc3ccc([N+](=O)[O-])cc3)n2)cc1F	i
77	CC(C)C1C(C#N)=C(N)SC(N)=C1C#N	?
78	CC(C)(C)c1ccc(-c2cc(C[C@H]3CNCC[C@H]3CC(=O)Nc3ccccc3)no2)cc1	?
79	CN(C)/C(=C1/c2cc([N+](=O)[O-])ccc2-c2c1cc([N+](=O)[O-])cc2[N+](=O)[O-])N1CCOCC1	79.0%*
80	O=C(C1CC1)N1CCc2cc(S(=O)(=O)Nc3ccc4c(c3)OCCO4)ccc21	i
81	CC1CCCCN1C(=O)C1c2ccccc2C(=O)N(C)C1c1cccs1 (stereo not given)	i
82	CCOc1ccc(CCCN=C(N)N)cc1Cl	i
83	CCc1ccc(-c2nc3cc(NC(=O)c4cccc(OC)c4)ccc3o2)cc1	i
84	O=C(CCN1CCCCCCC1)NCCc1nc(-c2cccnc2)no1	i

New compounds follow.
#	mol	ST2 IL33 inh
85	Cc1cccn2c(=O)c3cc(C(=O)Nc4ccc5c(c4)OCCO5)n(C)c3nc12	i
86	CCOc1cc(CN2CCN(C(=O)c3cc(OC)c(OC)c(OC)c3)CC2)ccc1OC	i
87	Cc1nc(N)nc(C)c1CC(=O)N1CCCC(Nc2ccccc2)C1 (stereo not given)	i
88	O=C1CCCN2N=C(SCC(=O)c3ccc(Cl)cc3)SC2=N1	i
89	Cc1ccc(S(=O)(=O)N=C2C=C(NS(=O)(=O)c3ccccc3)C(=O)c3ccccc32)cc1	?
90	CCOC(=O)C1=C(c2ccccc2)NC(=O)NC1c1ccc(OC)cc1OC (stereo not given)	i
91	Cc1ccc(S(=O)(=O)c2cc(O)ccc2O)cc1C	i
92	Cc1ccc(NS(=O)(=O)c2cc(Br)cc3c2N(C(=O)C2CC2)CC3)cc1	i
93	COCCNC(=O)c1cc(-c2ccc(Br)cc2)on1	i
94	CCOc1ccccc1Nc1cc(C)nc2ccc(OC)cc12	i
95	CCn1cnc(NC(=O)NCc2ccc(Cl)cc2Cl)n1	i
96	CC(C)c1cccc(C(C)C)c1NC(=O)c1cncc(Br)c1	?

Next part.
#	mol	ST2 IL33 inh
97	O=C(Nc1c2c(nn1-c1ccc(F)cc1)CS(=O)C2)c1cccc(F)c1 (stereo not given)	i
98	O=S1(=O)CC2N=C(Nc3cc(F)ccc3F)SC2C1 (stereo not given)	i
99	COC(=O)CNc1c(-c2ccccn2)nc2ccc(Br)cn12	?
100	O=[N+]([O-])c1ccccc1CN1CCC(N2CCCCC2)CC1	?
101	CN(C)CCCNC(=O)NC1(C(F)(F)F)Oc2ccc(Cl)cc2O1 (stereo not given)	i
102	O=C(C1CC1)N1CCc2cc(S(=O)(=O)N3CCCCC3)ccc21	?
103	COc1ccc(-c2c3c(nn2-c2ccccc2)CC(C)(C)CC3=O)cc1	i
104	COCCNS(=O)(=O)c1ccccc1[N+](=O)[O-]	i
105	COC(=O)[C@@H](NC1CCN(c2ccc(NC(=O)Cc3cccc(F)c3)cc2)CC1)C(C)C	?
106	C1CCC(N=C(NC23CC4CC(CC(C4)C2)C3)N2CCOCC2)CC1	i
107	COc1ccc(C2C(C(=O)Nc3ccc(C)cc3C)=C(C)Nc3nnnn32)cc1OC (stereo not given)	i
108	O=C(CC(=O)Nc1cccc(F)c1)Nc1cccc(F)c1	i

Continuation:
#	mol	ST2 IL33 inh
109	CCOC(=O)c1c(NC(=O)COc2ccccc2Cl)sc2c1CCC(C)C2 (stereo not given)	?
110	Cc1ccccc1-c1cc(C(=O)Nc2ccc(S(N)(=O)=O)cc2)c2ccccc2n1	i
111	O=C(Nc1ccc(Cl)c(Cl)c1)c1ccccc1Br	i
112	Cc1cccc(C)c1NS(=O)(=O)c1cccc2nsnc12	i
113	C=CCSc1nnc(COc2ccccc2)o1	i
114	O=C(CN1C(=O)c2cccc([N+](=O)[O-])c2C1=O)Nc1nnc(-c2ccccc2)s1	i
115	NS(=O)(=O)c1ccc(CCNC(=O)c2cc(-c3cccs3)nc3ccccc23)cc1	?
116	O=C(O)CCC(=O)N[C@H]1CCN2C(=O)c3cc(-c4cccc(C(F)(F)F)c4)ccc3NC(=O)[C@H]12	?
117	CC(=O)N1CCc2nc(C)nc(N(C)CC(O)c3ccccc3)c2CC1 (stereo not given)	i
118	CCOC(=O)c1c(C)oc2c(Br)cc(NS(=O)(=O)c3ccccc3)cc12	i
119	CC(NC(=O)Nc1ccccc1)c1ccccc1 (stereo not given)	i
120	CC1=NNC(=O)C1Cc1ccccc1 (stereo not given)	i

Remaining list, next part
#	mol	ST2 IL33 inh
121	O=C(NCCCN1CCCCC1)c1cc(=O)[nH]c2ccc(S(=O)(=O)N3CCCC3)cc12	i
122	O=C(c1ccccc1F)N1CCN=C1SCc1cccnc1	i
123	CCSC1=N/C(=C2\C=Cc3ccccc3N2CC)C(=O)S1	73.0%*
124	Cc1ncc2c(c1CNC(=O)Cc1cccs1)CCN(C(=O)c1cccc(C(F)(F)F)c1)C2	?
125	O=C(NCc1cccnc1)c1ccc(Cn2c(=O)[nH]c3ccsc3c2=O)cc1	i
126	COC(=O)[C@@H]1Cc2ncn(Cc3ccc(Cl)cc3)c2CN1C(=O)c1ccccc1	?
127	CNC(=O)c1ccc(Cn2nc(C3CCNCC3)n(-c3ccccc3)c2=O)o1	?
128	CNC(=O)CN1CCOc2c(O)cc(-c3ccccc3C)cc2C1	?
129	CC(C(=O)N1CCN(c2ccccc2)CC1)N(c1ccccc1)S(C)(=O)=O (stereo not given)	?
130	COc1ccc(-c2c(C#N)c(N)nc3c2CCCCC3)c(OC)c1	i
131	c1ccc2c(CNCc3ccc4c(c3)OCO4)c[nH]c2c1	?
132	CCOc1ccc(C(=O)Nc2cccc3nsnc23)cc1	?

(next part)
#	mol	ST2 IL33 inh
133	O=C(COCc1ccccc1)NCc1cnn2ccccc12	i
134	CC(NS(=O)(=O)c1ccc(F)cc1)c1ccccc1 (stereo not given)	?
135	COc1ccc(S(=O)(=O)NCC(=O)O)cc1	i
136	CCn1c(C2CCN(C(=O)C3CC(=O)N(CC(C)C)C3)CC2)nn(C)c1=O (stereo not given)	i

High-throughput results deposited in PubChem BioAssay by IUPUI and University of Michigan.
